Bioassay records from PubChem.
AmpC detergent = inhibitors of E. coli AmpC beta-lactamase with detergent; AID 485294; P00811; 370,000 compounds, 0.041% hits; AmpC hydrolysis of nitrocefin, absorbance 480 nm, 0.01% Triton; Potency, µM (series often up to 114 µM), for the others: top-dose activity change, negative = inhibition, hits mostly inhibitors;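 also: potency is read from the fitted curve at half-maximal effect; 0% = no-compound wells and -100% = no-enzyme wells; nearly all actives have a fitted effect of over 25% in size; some results filed as inactive show a strong effect at the top dose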
Target sequence (P00811 whole entry, looked up): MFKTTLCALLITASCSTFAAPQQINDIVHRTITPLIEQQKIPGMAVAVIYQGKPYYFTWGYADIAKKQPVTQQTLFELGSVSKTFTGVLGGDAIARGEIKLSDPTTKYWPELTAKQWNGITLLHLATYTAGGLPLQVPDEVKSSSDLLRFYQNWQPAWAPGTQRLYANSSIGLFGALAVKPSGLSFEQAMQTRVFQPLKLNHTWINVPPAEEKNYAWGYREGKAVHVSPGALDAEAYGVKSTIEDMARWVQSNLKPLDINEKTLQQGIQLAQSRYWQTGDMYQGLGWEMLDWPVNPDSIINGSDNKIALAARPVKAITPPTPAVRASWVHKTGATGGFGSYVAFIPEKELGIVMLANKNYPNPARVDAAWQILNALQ
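AmpC (5.3 nM in the dispensed reagent) in 20 mM phosphate pH 7.0 with 0.01% (detergent screen) or 0.0001% Triton X-100 was preincubated with compounds for 15 min at room temperature. Nitrocefin was then added from an 800 uM solution, and hydrolysis was followed at 480 nm.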
FBPA Giardia inh = blocks Giardia fructose-bisphosphate aldolase activity. A8B2U2. purified Giardia FBPA. Potency, µM (doses to about 59.6 µM), for inactives: top-dose activity, negative = inhibition, actives largely listed as inhibitors. 290,000 compounds, 0.71% hits. AID 2451; also: potency is read from the fitted curve at half-maximal effect; nearly all actives have a fitted effect of over 55% in size
Target sequence (A8B2U2 whole entry, looked up): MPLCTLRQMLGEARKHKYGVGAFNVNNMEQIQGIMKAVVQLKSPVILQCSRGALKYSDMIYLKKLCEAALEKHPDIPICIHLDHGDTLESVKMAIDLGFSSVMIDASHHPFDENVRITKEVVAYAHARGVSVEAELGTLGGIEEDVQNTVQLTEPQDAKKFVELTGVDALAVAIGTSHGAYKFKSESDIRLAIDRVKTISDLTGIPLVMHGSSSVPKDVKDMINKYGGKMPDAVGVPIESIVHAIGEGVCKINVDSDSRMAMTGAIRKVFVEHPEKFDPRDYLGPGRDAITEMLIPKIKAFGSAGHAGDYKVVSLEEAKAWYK
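40 nM FBPA preincubated 10 min at RT with compound (up to 57.5 uM final), then substrate plus GAPDH/TPI/NAD/arsenate coupling and diaphorase/resazurin added. Fluorescence read after 20 min at RT, 525/598 nm.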
Sm TGR inh = blocks Schistosoma mansoni thioredoxin glutathione reductase. Q962Y6. purified TGR, DTNB reduction, TNB absorbance 405 nm. Potency, µM (doses to about 114 µM), for the others: top-dose activity change, negative = inhibition, actives largely listed as inhibitors. 360,000 compounds, 3% hits; also: potency is read from the fitted curve at half-maximal effect; nearly all actives have a fitted effect of over 60% in size
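First, TGR (20 nM dispensed) and NADPH were mixed with compound. Second, a 15 min room-temperature incubation followed. Third, further NADPH and then DTNB were added to start the reaction. Finally, TNB absorbance was monitored kinetically.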
HCMV antiviral = inhibitors of human cytomegalovirus; HFF cells, HCMV-luciferase reporter, 72 h; hits give low values; activity change, negative = inhibition, % at 57.5 µM; 410,000 compounds, 4.5% hits; AID 1259415; in the data active = activity change below about -60%; inconclusive = no clear call, values can overlap the other calls; inactive = above about -39%
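Two-dose cell screen: HFF monolayers treated with compounds and infected with luciferase-expressing HCMV at 1 PFU/cell, 72 h at 37C, then lysed for luciferase measurement.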
HCV inh = inhibitors of hepatitis C virus infection; Huh7.5.1 HCVcc-Cre infection, luciferase reporter, 44 h; Potency, µM (doses to about 41.8 µM), without a hit: top-dose activity change, negative = inhibition, actives largely listed as inhibitors; 340,000 compounds, 3.4% hits; AID 651820; also: potency is read from the fitted curve at half-maximal effect
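Luciferase read-out (15 sec integration) after a 15 min room-temperature substrate step quantifies HCVcc-Cre infection. Cells, 1,000 per well, had compound added 4 h post-plating, then virus at ~0.5 moi, and were cultured 44 h.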
AMA1-RON2 inh = inhibitors of Plasmodium falciparum AMA1-RON2 interaction; AlphaScreen AMA1-biotinylated RON2 peptide binding; Potency, µM (highest dose often 58.2 µM), for inactives: top-dose activity change, negative = inhibition, usual class: inhibitors; 360,000 compounds, 0.2% hits;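 also: potency is read from the fitted curve at half-maximal effect; 0% = vehicle wells and -100% = peptide control; nearly all actives have a fitted effect of over 45% in size; some results filed as inactive show a strong effect at the top dose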
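AMA1 (3D7) with his tag at 25 nM final met compounds first, then biotinylated RON2 peptide at 25 nM; detection used donor plus acceptor beads, 10 µg/mL apiece, read by AlphaScreen after 30 min at room temperature.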
* = called active by the depositor; ? = inconclusive; nt = no result given; & = joins results of further samples; [ ] = another dose, or the depositor's remark. Unless noted, calls follow the shape of the dose curve; as a rule, active = well fitted curve in the direction sought with a large enough effect; inconclusive = small, poorly fitted or top-dose-only effect, or another doubt; inactive = no such curve, though single readings can be large; an effect the other way counts as inactive or inconclusive. Unless noted, % is scaled to controls: 0 for no effect and ±100 for the full control effect. Compounds were not picked by outcome; 9.3% or so of the library scored in one or more.

SMILES	AmpC detergent	FBPA Giardia inh	Sm TGR inh	HCMV antiviral	HCV inh	AMA1-RON2 inh
Cc1cccc(N2CCN(C(=O)C3CCCCC3)CC2)c1C	-13.8%	0.5%	13.5%[11.4 µM]	-37.7	0.9%	-5.0%
COCCNC(=O)C(NC(=O)C1CCCCC1)C12CC3CC(CC(C3)C1)C2 (configuration not stated)	-0.3%	7.6%	20.7%	3.5	13.4%	2.4%
CC(C)N(Cc1nccn1C)C(=O)CC1C(=O)NCCN1Cc1ccc(F)cc1 (configuration not stated)	-6.3%	nt	-32.2%	-35.5	11.5%	41.3%[activator]
CC(C)NCC(O)COc1c(F)cc(Br)cc1F (configuration not stated)	?	2.5%	4.1%	16.0	1.0%	5.3%
CC(C)N1C(=O)N(c2ccc(Cl)cc2)C(C)(O)CC1(C)C (configuration not stated)	6.7%	-2.3%	7.8%	?	-8.2%	-7.6%
O=C1OC(Cc2ccccn2)C(O)=C1C1=NCCCCN1 (configuration not stated)	-0.7%	-0.4%[12.9 µM]	-1.8%	106.0	5.3%	-2.2%
O=C(/C=C/c1ccccc1[N+](=O)[O-])NCCc1ccc(F)cc1	-8.7%	-6.9%	2.6%	?	-11.4%	-3.0%
O=C(CCCOC(=O)c1ccc(O)cc1O)c1ccc(F)cc1	?	nt	0.9%	?	?	-14.0%
CCN(CC)C(=O)Cn1c(SCC(=O)Nc2ccc(F)cc2)nc2ccccc21	-5.8%	nt	-2.1%	-4.5	nt	nt
C=CCNS(=O)(=O)c1ccc(N2C(=O)c3ccccc3C2=O)cc1	3.6%	3.7%	-4.0%	-5.4	3.5%	-1.4%
CC(C)CCNC(=O)c1c2c(nc3ccccc13)C(=O)N(C1CCCCC1)C2	18.5%	nt	46.4%[activator]	52.0	nt	nt
CN(C)c1ccc(/C=N/NC(=O)c2ccc3c(c2)OCCO3)cc1	4.0%	4.0%	-14.8%	27.1	-29.0%	-7.5%
CC(=O)n1cc(-c2ccncc2)c2ccccc21	?	-16.2%	2.7%	-93.6*	10µM*	-5.7%
CNc1cc(CSC)nc(SCc2ccc(Cl)c(Cl)c2)n1	3.8%	nt	-9.3%	-9.2	?	0.0%
CC1CCc2nc(NC(=O)CN3CCOCC3)sc2C1 (configuration not stated)	?	-7.2%	-10.3%	46.8	0.6%	9.1%
O=c1c2ccccc2n2c(-c3ccccc3O)nnc2n1Cc1ccc(F)cc1	24.3%	nt	0.3%	-11.6	nt	nt
O=C(Nn1cnnc1)c1cc(Br)ccc1Cl	?	-1.2%	5.7%	11.1	15.3%	-0.1%
COCCCNC(=S)NNC(=S)Nc1cccc(Cl)c1	-3.5%	19.6%	22.3%	14.6	9.1%	5.1%
O/N=C/c1cc(Br)cs1	-0.4%	5.2%	6.8%	-26.4	17.8%	-7.2%
Cc1sc(NC(=O)Cc2ccc3c(c2)OCO3)nc1-c1ccc2c(c1)CCN2C(=O)c1cccc(F)c1	-5.0%	-0.9%	5.1%	?	3.98µM*	?
Cc1ccnc2nc(C(=O)Nc3ccc4c(c3)OCO4)nn12	?	-5.0%	-8.7%	49.6	1.6%	-6.6%
COc1ccccc1OCc1ccc(C(=O)N2CCCCC2)o1	1.0%	-6.7%	?	-9.7	10.0%	6.6%
COCCCNC(=O)C1CCN(c2cc(C)nc3c(-c4ccc(Cl)cc4)c(C)nn23)CC1	-0.1%	nt	2.2%	-2.5	nt	nt
CC(C)(C)NCC1(CO)SC(N)=NC1=O (configuration not stated)	-7.0%	1.7%	5.0%[11.4 µM]	-26.3	-9.2%	-5.1%
COc1cccc(CN2C(=O)CCC2(C)C(=O)NCCc2ccc(OC)c(OC)c2)c1 (configuration not stated)	-0.5%	1.2%	0.3%	-21.9	12.6%	10.6%
COc1ccc(-c2cc(C(F)(F)F)nc(SCCC(=O)Nc3ccc(NC(C)=O)cc3)n2)cc1	6.3%	nt	0.9%	-25.8	nt	nt
CCc1ccc(C2=NN(CCC(=O)NCC3CCCO3)C(=O)CC2)cc1 (configuration not stated)	-0.3%	nt	-3.8%	-13.3	11.4%	6.2%
O=C(CCNS(=O)(=O)c1ccc(OC(F)(F)F)cc1)Nc1cccc(S(=O)(=O)N2CCCC2)c1	nt	nt	nt	-4.0	-27.2%	11.1%
CCCC(=O)N(c1ccc2oc(=O)sc2c1)S(=O)(=O)c1cccs1	-2.0%	-18.0%	4.5%	-13.0	-26.2%	-7.8%
O=C(CNC(=O)c1ccccc1F)c1ccc(Br)cc1	-9.3%	8.0%	69.7%[activator]	2.7	-4.7%	-13.0%
Cc1ccc(/C=C2/C(=N)N3N=C(CC(=O)N4CCCC4)SC3=NC2=O)cc1	-4.9%	nt	1.6%	-5.7	18.4%	0.6%
Cc1ccc(C2=NC3(CCCCC3)NC2=S)cc1	-13.1%	3.0%	3.9%	14.0	17.7%	24.4%
Cc1ccc(OCC(=O)Nc2ccc(NC(=O)c3ccccc3)c(C)c2)cc1	?	nt	-3.4%	48.6	1.1%	6.7%
CCN1CCN(Cc2cccc(Oc3ccccc3)c2)CC1	4.1%	?	-9.0%	0.4	-11.4%	-19.7%
CN(CC(=O)Nc1ccc(Cl)cc1)C(=O)c1cccc(S(=O)(=O)NCc2ccccc2)c1	0.7%	nt	27.8%	-19.8	-28.7%	-14.2%
Cc1ccc(S(=O)(=O)Nc2ccc3c(c2)n(C)c(=O)n3C)c(C)c1	-3.8%	-10.4%	-2.3%	60.3	-26.1%	-6.5%

The last 5 records of the part before open the next one:
SMILES	AmpC detergent	FBPA Giardia inh	Sm TGR inh	HCMV antiviral	HCV inh	AMA1-RON2 inh
Cc1ccc(C2=NC3(CCCCC3)NC2=S)cc1	-13.1%	3.0%	3.9%	14.0	17.7%	24.4%
Cc1ccc(OCC(=O)Nc2ccc(NC(=O)c3ccccc3)c(C)c2)cc1	?	nt	-3.4%	48.6	1.1%	6.7%
CCN1CCN(Cc2cccc(Oc3ccccc3)c2)CC1	4.1%	?	-9.0%	0.4	-11.4%	-19.7%
CN(CC(=O)Nc1ccc(Cl)cc1)C(=O)c1cccc(S(=O)(=O)NCc2ccccc2)c1	0.7%	nt	27.8%	-19.8	-28.7%	-14.2%
Cc1ccc(S(=O)(=O)Nc2ccc3c(c2)n(C)c(=O)n3C)c(C)c1	-3.8%	-10.4%	-2.3%	60.3	-26.1%	-6.5%
O=C(Nn1cnnc1)c1ccncc1	1.6%	-2.1%	-26.2%	21.7	6.9%	-7.2%
O=C(NC1CCCCCC1)c1nc2ncccn2n1	-2.9%	12.2%	10.4%	77.9	26.6%	11.8%
COc1ccc(C(=O)c2cc(C(C)=O)c(Nc3ccccc3)s2)cc1	-14.1%	-0.3%	-0.4%	-34.0	3.16µM*	-0.9%[2.32 µM]
Fc1cccc2sc(Nc3nnc(-c4ccco4)o3)nc12	-0.6%	?	39.8µM*	13.5	2.9%	58.9%[activator]
O=[N+]([O-])c1ccc(O)c(P(=O)(c2ccccc2)c2ccccc2)c1	12.8%	2.8%	0.4%	-30.9	3.3%	10.2%
CCCCN1C2=C(C(=O)CC(C)(C)C2)C(c2ccccc2)C2=C1c1ccccc1C2=O (configuration not stated)	-3.0%	-22.8%	0.1%	?	?	-3.2%
O=C(C1=C[C@@H](C2CC2)C[C@@H](OCc2ccc(CO)cc2)O1)N1CCN(Cc2ccc3c(c2)OCO3)CC1	-1.3%	2.4%	-23.0%	-9.1	-17.5%	-1.1%
Cc1c(C(=O)Nc2ccc(-c3nnc4n3CCCCC4)cc2)oc2c1ccc1ccccc12	-0.1%	1.4%	-1.2%	?	-57.0%	-8.7%
Cc1ccc(C2(C)NC(=O)N(CC(=O)NCc3cccs3)C2=O)cc1 (configuration not stated)	15.2%	0.6%	4.1%	11.9	?	-1.1%
COc1ccc(S(=O)Cc2ccc(C(=O)N3CCN(c4cccc(C)c4C)CC3)o2)cc1 (configuration not stated)	-3.7%&2.2%	nt	-14.7%&8.5%	?	?	-2.2%
COc1ccc(C(=O)NCCSc2c[nH]c3ccccc23)cc1OC	11.5%	nt	1.1%	5.9	nt	nt
Cc1ccc(C)c2[nH]c(=O)c(C(c3nnnn3Cc3ccco3)N3CCc4ccccc4C3)cc12 (configuration not stated)	-1.8%	?	14.1µM*	18.1	?	7.1%
CCOP(=O)(OCC)C(O)c1cccc([N+](=O)[O-])c1 (configuration not stated)	-3.5%	3.0%	-18.0%	53.0	-7.9%	8.4%
O=C(CSc1ncn[nH]1)Nc1ccc(Br)cc1F	-1.4%	20.6%	14.5%	-34.8	11.1%	-4.3%
COCCNC(=O)Cn1c(=O)n(CCCCCC(=O)NCc2ccccc2Cl)c(=O)c2sccc21	16.8%	nt	-1.5%	?	nt	nt
Cn1cccc1-c1cc(C(=O)N/N=C/c2ccc([N+](=O)[O-])cc2)[nH]n1	-5.9%	1.5%	-15.4%	1.0	3.6%	6.4%
CN(c1ccc(C(=O)NCC2CCCO2)cc1)S(C)(=O)=O (configuration not stated)	5.0%	2.4%	2.0%	2.6	11.0%	7.8%
CC1(C)CC(=O)N(c2ccc(Cl)cc2Cl)C(=O)C1	-0.8%	-10.8%	1.6%	44.6	0.4%	-0.1%
CC(NC(=O)c1ccc(NC(=O)c2nsc3ccccc23)cc1)c1ccccc1 (configuration not stated)	17.5%	nt	5.1%	53.4	nt	nt
COc1ccc(-c2c[n+](CC(=O)N3c4ccccc4Sc4ccccc43)c3n2CCC3)cc1	-1.0%	2.3%	-1.6%	-34.2	-4.0%	-17.1%
Oc1ccc2nc(Cc3ccccc3)[nH]c2c1	-0.7%	-12.6%	3.4%	45.1	12.4%	-7.0%
CCc1nnc(SCc2cc(C)ccc2C)c2cc3sc(C)cc3n12	19.4%	nt	13.1%	18.6	nt	nt
COc1ccc(C2C(C(N)=O)=C(C)Nc3nc(-c4ccccc4)nn32)cc1OC (configuration not stated)	?	-4.6%	-1.2%	60.1	11.2%	-10.0%
Cc1nc2cc(NC(=O)N3c4ccccc4CC3C)ccc2n1C (configuration not stated)	-11.9%	-0.2%	-2.2%	54.8	-6.4%	-4.7%
COCCCNC(=O)CCn1nc(-c2ccc(Cl)cc2)ccc1=O	2.2%	2.0%	0.7%	-3.0	17.6%	-3.5%
COC(=O)c1scc(-c2ccc(C)cc2)c1S(=O)(=O)N1CCN(c2ccccc2)CC1	-6.3%	nt	0.5%	-4.4	nt	nt
CCOC(=O)c1cccc(NC(=O)c2cc3cc4ccc(C)cc4nc3o2)c1	1.2%	nt	2.7%	27.1	nt	nt
Cc1ccccc1-n1c(SCc2c(C)noc2C)nnc1-c1c[nH]c2ccccc12	?	0.1%	7.4%	25.2	?	-7.0%
CCOC(=O)C(Cc1ccccc1)NC(=O)CNC(=O)CNC(=O)OCc1ccccc1 (configuration not stated)	?	1.1%	-5.0%	-9.8	6.1%	-2.4%

Whole records from above.
CCOC(=O)c1cccc(NC(=O)c2cc3cc4ccc(C)cc4nc3o2)c1 is entered as AmpC detergent: 1.2%; FBPA Giardia inh: nt; Sm TGR inh: 2.7%; HCMV antiviral: 27.1; HCV inh: nt; AMA1-RON2 inh: nt
COCCCNC(=O)CCn1nc(-c2ccc(Cl)cc2)ccc1=O is entered as AmpC detergent: 2.2%; FBPA Giardia inh: 2.0%; Sm TGR inh: 0.7%; HCMV antiviral: -3.0; HCV inh: 17.6%; AMA1-RON2 inh: -3.5%
